Source: PubChem (National Center for Advancing Translational Sciences (NCATS))
EPAC1 antag – EPAC1 (human) antagonism; Potency, µM (titrated, usually from 115 µM), without a hit: top-dose activity change, negative = inhibition, most hits filed as inhibitors; AID 720709; 360,000 compounds, 0.14% hits; EPAC1 GEF assay, Rap1b-BODIPY-GDP exchange fluorescence;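 note: potency is the fitted concentration of half-maximal effect; plate controls were vehicle for no effect and positive control for full effect; nearly all actives have a fitted effect of over 50% in size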
IL-2 act – IL-2 activation. 360,000 compounds, 0.065% hits. IL-2 activation reporter assay, cell-based qHTS; stimulated with anti-CD3/CD4/CD28 beads; in transgenic mouse T cells. activation, % (series mostly up to about 46 µM); in the data active = activation above about 50%; inconclusive = mostly about 30% to 49%; note: 0% is about no effect
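First, unstimulated transgenic mouse T cells were exposed to compound for 60 min. Next, anti-CD3/anti-CD4-coated beads with anti-CD28 were added. Finally, after 18 h at 37 degrees C, EGFP and DsRed were imaged.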
Abeta yeast res – A-beta toxicity reversal in yeast; yeast expressing A-beta42, growth rescue, OD600, 48 h; response scale: 0% DMSO, 100% iron-clioquinol control; Potency, µM (top dose mostly 46.1 µM), inactives show at the top dose growth rescue, usual class: activators; 410,000 compounds, 0.063% hits; AID 1347071; note: potency is the fitted concentration of half-maximal effect; nearly all actives have a fitted effect of over 55% in size
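Yeast growth medium received pinned compounds, then yeast cells expressing toxic A-beta were added; plates incubated at 30 C for 48 hr. Growth read as absorbance at 600 nm, normalized to DMSO and equimolar FeCl3 plus clioquinol controls.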
WRN helicase inh – blocks human WRN helicase | WRN helicase unwinding, fluorescent forked duplex, kinetic | Potency, µM (highest dose often 114 µM), for the others: at the highest dose activity change, negative = inhibition, hits mostly inhibitors | 360,000 compounds, 0.46% hits | AID 651768; note: potency is the fitted concentration of half-maximal effect; % is set by controls: 0 for no effect and ±100 for the full control effect; nearly all actives have a fitted effect of over 55% in size
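WRN at 20 nM final preincubated with compound 15 min at room temperature; reaction started with 100 nM fluorophore/quencher forked duplex oligonucleotide and 2 mM ATP final. Unwinding followed kinetically by red fluorescence (ex 525, em 598 nm).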
PLK1 PBD inh – PLK1 (human) polo-box domain binding inhibition. P53350. Plk1 PBD binding of FITC phosphopeptide, fluorescence polarization. Potency, µM, without a hit: max response, negative = inhibition, usual class: inhibitors. 360,000 compounds, 2.8% hits. AID 720504; note: potency is the fitted concentration of half-maximal effect; series mostly up to about 57 µM; % is set by controls: 0 for no effect and ±100 for the full control effect; nearly all actives have a fitted effect of over 65% in size
Target sequence (P53350 whole entry, looked up, the tested form may be a part): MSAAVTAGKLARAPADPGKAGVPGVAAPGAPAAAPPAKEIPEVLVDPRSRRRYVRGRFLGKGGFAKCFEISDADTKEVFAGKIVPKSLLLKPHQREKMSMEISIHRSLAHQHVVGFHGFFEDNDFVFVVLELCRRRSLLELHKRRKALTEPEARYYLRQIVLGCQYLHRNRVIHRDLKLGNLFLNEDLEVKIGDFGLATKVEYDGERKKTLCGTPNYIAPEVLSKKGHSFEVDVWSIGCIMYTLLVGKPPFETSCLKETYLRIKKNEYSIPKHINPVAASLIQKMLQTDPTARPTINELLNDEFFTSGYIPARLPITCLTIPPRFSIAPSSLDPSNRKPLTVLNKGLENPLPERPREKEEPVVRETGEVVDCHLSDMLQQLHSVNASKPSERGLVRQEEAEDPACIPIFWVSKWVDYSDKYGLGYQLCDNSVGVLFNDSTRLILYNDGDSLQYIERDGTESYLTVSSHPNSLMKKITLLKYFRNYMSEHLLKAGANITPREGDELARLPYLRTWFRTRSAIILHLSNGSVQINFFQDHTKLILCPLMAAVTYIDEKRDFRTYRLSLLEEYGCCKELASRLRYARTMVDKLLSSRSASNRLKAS
FUS suppressor – suppressors of FUS proteinopathy in yeast. S. cerevisiae FUS-expressing, growth rescue, OD600, 24 h. Potency, µM (series often up to 76.6 µM), for the others: at the top dose growth rescue (activation), usual class: activators. 390,000 compounds, 0.24% hits;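 note: potency is the fitted concentration of half-maximal effect; plate controls were DMSO vehicle for no effect and reference control for full effect; nearly all actives have a fitted effect of over 55% in size; some results filed as inactive show a strong effect at the top dose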
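Compound concentration series was pinned onto galactose-induced FUS-expressing yeast seeded at OD 0.005. Plates sat 24hr at 30C; absorbance at 600 nm gave growth. DMSO served as background control.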
PI5P4K alpha inh – inhibitors of human PI5P4K alpha. 330,000 compounds, 1.2% hits. P48426. PI5P4Kalpha enzyme, ADP-Glo luminescence, 60 min; stronger effect = lower value. max response, %. AID 652105; active = max response of -50% or lower; inconclusive = between -30% and -50%; inactive = -30% or higher; note: value at the top dose of about 77 µM; % is set by controls: 0 for no effect and ±100 for the full control effect
Target sequence (P48426 whole entry, looked up): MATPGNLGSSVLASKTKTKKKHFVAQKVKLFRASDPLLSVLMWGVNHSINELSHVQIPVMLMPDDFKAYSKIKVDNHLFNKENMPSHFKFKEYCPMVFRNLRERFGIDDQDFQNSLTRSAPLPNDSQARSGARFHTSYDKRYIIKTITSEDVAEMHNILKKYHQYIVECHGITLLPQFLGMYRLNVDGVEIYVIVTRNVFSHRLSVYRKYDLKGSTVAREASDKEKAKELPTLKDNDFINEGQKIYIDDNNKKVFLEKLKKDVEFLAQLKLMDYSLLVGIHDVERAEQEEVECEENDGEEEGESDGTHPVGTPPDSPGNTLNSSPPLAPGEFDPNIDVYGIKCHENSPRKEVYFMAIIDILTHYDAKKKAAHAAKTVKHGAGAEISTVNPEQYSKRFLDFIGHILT
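PI5P4Kalpha ADP-Glo assay; 5 microM ATP final; 60 min RT reaction; HEPES pH 7.4/EGTA/CHAPS, 5% DMSO; controls lacking substrate or enzyme; luminescent end-point.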
EPAC1 agonist – EPAC1 (human) agonism | O95398 | EPAC1 agonist qHTS, biochemical assay; response scale: 100% = response to 6.5 mM cAMP | Potency, µM (highest dose often 154 µM), for the others: at the highest dose activation, hits mostly activators | 360,000 compounds, 0.073% hits | AID 720707; note: potency is the fitted concentration of half-maximal effect; nearly all actives have a fitted effect of over 60% in size
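Nucleotide exchange by EPAC1 (100 nM) on Rap1B–BODIPY-GDP (250 nM) in the presence of 50 uM GDP is tracked fluorescently at 480/540 nm over 30 min. Signals are normalized to a 6.5 mM cAMP control.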
An asterisk follows results filed as active; [ ] = dose if it differs, or a comment. Unless noted, calls come from the whole dose curve; as a rule, active = well fitted curve in the direction sought with a large enough effect; inconclusive = small, poorly fitted or top-dose-only effect, or another doubt; inactive = no such curve, though single readings can be large; an effect the other way counts as inactive or inconclusive.

For O=C(O)c1ccccc1CSc1nc2ccccc2o1 the results were EPAC1 antag -8%, IL-2 act 2.0, Abeta yeast res -15%, WRN helicase inh -2%, PLK1 PBD inh -29%, FUS suppressor -32%, PI5P4K alpha inh -2 and EPAC1 agonist 5%.
Screening CCN1CCN(c2nc(Nc3ccccc3F)nc(N)c2[N+](=O)[O-])CC1 returned EPAC1 antag -10%, IL-2 act 0.5, Abeta yeast res -32%[inhibitor], WRN helicase inh 7%, PLK1 PBD inh -8%, FUS suppressor -4%, PI5P4K alpha inh 1 and EPAC1 agonist 2%.
`COc1cc([N+](=O)[O-])ccc1NC(=O)CCCOc1ccc(C)cc1` gave EPAC1 antag -6%, IL-2 act -0.6, Abeta yeast res 14%, WRN helicase inh -4%, PLK1 PBD inh inconclusive, FUS suppressor 10%, PI5P4K alpha inh -1 and EPAC1 agonist 8%.
`CCOC(=O)c1cnn2c(C(F)(F)F)cc(-c3ccccc3)nc12` gave EPAC1 antag -13%, IL-2 act 0.3, Abeta yeast res 0%, WRN helicase inh -4%[57.1 µM], PLK1 PBD inh -1%, FUS suppressor -6% and EPAC1 agonist -8%.
Screening C=CC[C@H]1CC(C)=C[C@H](CC=C)N1C(=O)c1cc(COc2ccccc2SC)on1 returned EPAC1 antag -9%, IL-2 act 3.1, Abeta yeast res 15%, WRN helicase inh inconclusive, PLK1 PBD inh -3%, FUS suppressor 23%, PI5P4K alpha inh 11 and EPAC1 agonist -10%.
CC(C)(C)NC(=O)C(c1cc2ccccc2o1)n1c(-c2ccc(-c3ccccc3)cc2)nc2ccccc21 (stereo unspecified) was read as EPAC1 antag -25%, IL-2 act -0.8, Abeta yeast res -8%, WRN helicase inh -21%, PLK1 PBD inh -2%, FUS suppressor 17%, PI5P4K alpha inh -8 and EPAC1 agonist 6%.
`Cc1cc(C)nc(N(C#N)Cc2ccccc2C)n1` gave EPAC1 antag 5%, IL-2 act 1.5, Abeta yeast res -3%, WRN helicase inh 4%, PLK1 PBD inh -4%, FUS suppressor -22%, PI5P4K alpha inh -1 and EPAC1 agonist -8%.
For C/C(CC(=O)NCc1ccco1)=N\NC(=O)C(c1ccccc1)c1ccccc1 the results were EPAC1 antag -9%, IL-2 act -0.3, Abeta yeast res 21%, WRN helicase inh -5%, PLK1 PBD inh -8%, FUS suppressor 21%, PI5P4K alpha inh 1 and EPAC1 agonist 23%.
Screening Cc1ccccc1C(=O)N1CCN(c2ccc(NC(=O)c3ccc([N+](=O)[O-])o3)cc2)CC1 returned EPAC1 antag 13%, IL-2 act -0.9, Abeta yeast res -2%, WRN helicase inh 1%, PLK1 PBD inh -8%, FUS suppressor -2%, PI5P4K alpha inh 0 and EPAC1 agonist 5%.
`CCCCn1c(SCC(=O)Nc2cc(C)on2)nnc1-c1cccs1` gave EPAC1 antag 3%, IL-2 act 0.4, Abeta yeast res 0%, WRN helicase inh -1%, PLK1 PBD inh -2%, FUS suppressor 3%, PI5P4K alpha inh 0 and EPAC1 agonist 8%.
CCn1c(C(=O)N2CCC(C(=O)N3CCN(c4ccccn4)CC3)CC2)cc2sccc21 was read as EPAC1 antag -3%, IL-2 act -1.0, Abeta yeast res 1%, WRN helicase inh -5%, PLK1 PBD inh -6%, FUS suppressor -16%, PI5P4K alpha inh -13 and EPAC1 agonist 18%.
COCCCNC(=O)C[C@H]1C[C@H](C(=O)N2CCOCC2)[C@@]2(CCC3CCCC3)c3[nH]c4ccc(Cl)cc4c3CCN2C1=O was read as EPAC1 antag -8%, IL-2 act -0.1, Abeta yeast res 2%, WRN helicase inh -1%, PLK1 PBD inh -7%, FUS suppressor -14%, PI5P4K alpha inh 1 and EPAC1 agonist -12%.
For Cc1oc2c(CN3CCOCC3)c(O)ccc2c(=O)c1-c1ccc(Cl)cc1 the results were EPAC1 antag -5%, IL-2 act -3.3, Abeta yeast res 4%, WRN helicase inh -9%, PLK1 PBD inh -5%, FUS suppressor 7%, PI5P4K alpha inh -5 and EPAC1 agonist 10%.
For CN1CCN(S(=O)(=O)c2csc(C(N)=O)c2)CC1 the results were EPAC1 antag 3%, IL-2 act -0.5, WRN helicase inh -8%, PLK1 PBD inh -17%, FUS suppressor -19%, PI5P4K alpha inh 5 and EPAC1 agonist 2%.
For CCN(C(=O)COC(=O)Cc1ccc(F)cc1)c1c(N)n(Cc2ccccc2)c(=O)[nH]c1=O the results were EPAC1 antag 6%, IL-2 act -0.1, Abeta yeast res -2%, WRN helicase inh -4%, PLK1 PBD inh 4%, FUS suppressor 4%, PI5P4K alpha inh 2 and EPAC1 agonist 1%.
COc1cc(C(=O)OCCNC(=O)c2cccnc2)cc(OC)c1OC was read as EPAC1 antag -12%, IL-2 act -0.2, Abeta yeast res 6%, WRN helicase inh -6%, PLK1 PBD inh 9%, FUS suppressor 8%, PI5P4K alpha inh -4 and EPAC1 agonist 2%.
For CC1CC(C)CN(S(=O)(=O)c2cccc(C(=O)OCCN3CCCC3=O)c2)C1 (stereo unspecified) the results were EPAC1 antag 11%, IL-2 act 0.0, Abeta yeast res -9%, WRN helicase inh -32%[57.1 µM], PLK1 PBD inh -4%, FUS suppressor -5%, PI5P4K alpha inh 0 and EPAC1 agonist -7%.
CCCCOc1cccc(C(=O)N(Cc2ccco2)C2CCS(=O)(=O)C2)c1 (stereo unspecified) was read as EPAC1 antag 9%, IL-2 act -0.6, Abeta yeast res 8%, WRN helicase inh 3%, PLK1 PBD inh -3%, FUS suppressor 40% and EPAC1 agonist 1%.
Cc1ccc(OCCCn2c(CO)nc3ccccc32)cc1 was read as EPAC1 antag -13%, IL-2 act 6.0, Abeta yeast res 6%[9.22 µM], WRN helicase inh -19%, PLK1 PBD inh -5%, FUS suppressor -46%, PI5P4K alpha inh 12 and EPAC1 agonist 0%.
`C[C@H](NC(=O)[C@H](Cc1ccccc1)NC(=O)c1cc2cc(Cl)ccc2n1C)C(=O)O` gave EPAC1 antag -12%, IL-2 act -1.2, Abeta yeast res 4%, WRN helicase inh -1%, PLK1 PBD inh -4%, FUS suppressor 15%, PI5P4K alpha inh -2 and EPAC1 agonist 3%.
For CCOc1cc(C(=O)NC(C)C2CC3CCC2C3)cc(OCC)c1OCC (stereo unspecified) the results were EPAC1 antag -2%, IL-2 act -2.7, Abeta yeast res -2%, WRN helicase inh 3%, PLK1 PBD inh 1%, FUS suppressor 4%, PI5P4K alpha inh 1 and EPAC1 agonist -3%.
For CCc1ccccc1N1CC(C(=O)Nc2cc(S(=O)(=O)N3CCCC3)ccc2Cl)CC1=O (stereo unspecified) the results were EPAC1 antag -28%, IL-2 act -0.4, Abeta yeast res -3%, WRN helicase inh -34%, PLK1 PBD inh -9%, PI5P4K alpha inh inconclusive and EPAC1 agonist 10%.
Screening COc1ccc(NS(=O)(=O)c2ccc3c(c2)NC(=O)C(C)S3)cc1 (stereo unspecified) returned EPAC1 antag -10%, IL-2 act -0.7, Abeta yeast res 2%, WRN helicase inh -9%, PLK1 PBD inh -6%, FUS suppressor 14%, PI5P4K alpha inh 4 and EPAC1 agonist 3%.
Screening CC(C)[C@H](NC(=O)CCn1nnc2ccccc2c1=O)C(=O)O returned EPAC1 antag 8%, IL-2 act -2.7, Abeta yeast res 4%, WRN helicase inh 11%, PLK1 PBD inh -4%, FUS suppressor 28%, PI5P4K alpha inh 3 and EPAC1 agonist -1%.
`O=C(CCOc1ccccc1)Nc1ccnn1C1CCN(CCc2ccccc2)CC1` gave EPAC1 antag -1%, IL-2 act -4.0, Abeta yeast res -7%, WRN helicase inh 3%, PLK1 PBD inh -19%, FUS suppressor 12%, PI5P4K alpha inh 3 and EPAC1 agonist 1%.
For CC(=O)C12CC(C)=C(C)CC1CC1C3CCC4=CC(=O)CCC4(C)C3CCC12C (stereo unspecified) the results were EPAC1 antag -17%, IL-2 act 0.1, Abeta yeast res 4%, WRN helicase inh 0%, PLK1 PBD inh -8%, FUS suppressor 1%, PI5P4K alpha inh 0 and EPAC1 agonist 1%.
Screening Cc1c(-c2nn(C)c(=O)c3ccccc23)oc2ccc(F)cc2c1=O returned EPAC1 antag 1%, IL-2 act 0.6, Abeta yeast res -1%, WRN helicase inh -1%, PLK1 PBD inh -11%, FUS suppressor -2%, PI5P4K alpha inh -1 and EPAC1 agonist 2%.
Screening COc1cccc(NC(=O)NCc2ccccn2)c1 returned EPAC1 antag 17%, IL-2 act -1.1, Abeta yeast res 16%, WRN helicase inh 7%, PLK1 PBD inh -14%, FUS suppressor 17%, PI5P4K alpha inh 10 and EPAC1 agonist 8%.
Screening COc1ccc(Br)cc1C(=O)Nc1cccc(NC(=O)c2ccco2)c1 returned EPAC1 antag -5%, IL-2 act 0.2, Abeta yeast res -24%, WRN helicase inh -14%, PLK1 PBD inh 1%, PI5P4K alpha inh 8 and EPAC1 agonist 4%.
For Cc1ccc(OCCN2C(=O)S/C(=C\c3ccc(C)o3)C2=O)cc1 the results were EPAC1 antag 10%, IL-2 act 1.9, Abeta yeast res -2%, WRN helicase inh 1%, PLK1 PBD inh 8%, FUS suppressor -7%, PI5P4K alpha inh -13 and EPAC1 agonist -9%.

A draw from above in order of molecular weight, falling:
`O=C(CCOc1ccccc1)Nc1ccnn1C1CCN(CCc2ccccc2)CC1` gave EPAC1 antag -1%, IL-2 act -4.0, Abeta yeast res -7%, WRN helicase inh 3%, PLK1 PBD inh -19%, FUS suppressor 12%, PI5P4K alpha inh 3 and EPAC1 agonist 1%.
For CC(=O)C12CC(C)=C(C)CC1CC1C3CCC4=CC(=O)CCC4(C)C3CCC12C (stereo unspecified) the results were EPAC1 antag -17%, IL-2 act 0.1, Abeta yeast res 4%, WRN helicase inh 0%, PLK1 PBD inh -8%, FUS suppressor 1%, PI5P4K alpha inh 0 and EPAC1 agonist 1%.
For Cc1ccc(OCCN2C(=O)S/C(=C\c3ccc(C)o3)C2=O)cc1 the results were EPAC1 antag 10%, IL-2 act 1.9, Abeta yeast res -2%, WRN helicase inh 1%, PLK1 PBD inh 8%, FUS suppressor -7%, PI5P4K alpha inh -13 and EPAC1 agonist -9%.
